Tn6 DDE FP: disrupts Tn6 cyclic peptide binding to fibrin D-Dimer-E complex. Fibrin DD(E) TRITC-Tn6 fluorescence polarization displacement. P02675. 370,000 tested, 0.21% active. inhibition, % at 8.3 µM;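 active = inhibition above a per-campaign cutoff: mean of compounds within control limits plus 3 SD, cut at about 15% in these data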;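 note: 0% = median of all compound wells on the plate and 100% = blocking peptide control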
LEDGF integ inh: blocks HIV-1 LEDGF/p75-dependent DNA integration. inhibition, % at 3.7 µM. TR-FRET IN-LEDGF/p75 DNA integration, Eu/Cy5. AID 743269. 370,000 tested, 0.64% active;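 active = inhibition above the screen-wide mean plus 3 SD, cut at about 13% in these data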;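 note: signal is the Cy5 over europium emission ratio at 671 and 618 nm; 0% = plate median of compound wells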
DDE Tn7 FP inh: disrupts Tn7 cyclic peptide binding to fibrin D-Dimer-E complex; P02675; FP displacement of FITC-Tn7 peptide from fibrin DD(E); 0% = median of compound wells per plate; inhibition, % at 8.3 µM; 370,000 tested, 0.13% active;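 active = inhibition above the mean of compounds falling within the control limits plus 3 SD of them, cut at about 14% in these data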;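 note: 0% = plate median of compound wells and 100% = 10 µM Aha-Tn7 peptide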
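assay system = human clot-derived fibrin DD(E) complex | quantity = Fibrin-DD(E) at 2 µM final | timing = 10 min preincubation, 3 h with tracer, room temperature | signal = fluorescence polarization | measure = percent inhibition | benchmarks = high control wells with 10 µM unlabelled Aha-Tn7 peptide (full inhibition) | replicates = singlicate testing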
KLK7 zymogen act: activates the human kallikrein-7 zymogen | activation, % at 7 µM | purified proKLK7, EDANS-DABCYL substrate fluorescence; 100% is mature enzyme control, 0% vehicle | 370,000 tested, 0.9% active | P49862 | AID 652039;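 active = activation above the mean of all tested compounds plus 3 SD, computed per campaign excluding outliers beyond control limits, cut at about 13% in these data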
Target sequence (P49862 whole entry, looked up): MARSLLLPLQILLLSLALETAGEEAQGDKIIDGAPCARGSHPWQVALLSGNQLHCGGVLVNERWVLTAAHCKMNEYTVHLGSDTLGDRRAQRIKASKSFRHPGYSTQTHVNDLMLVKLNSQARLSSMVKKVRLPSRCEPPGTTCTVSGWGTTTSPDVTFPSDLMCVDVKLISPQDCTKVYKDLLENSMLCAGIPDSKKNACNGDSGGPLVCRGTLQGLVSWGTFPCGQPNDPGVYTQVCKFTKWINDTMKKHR
MBD2 DNA inh: blocks human MBD2 binding to methylated DNA | Q9UBB5 | TR-FRET, MBD2 binding to methylated oligonucleotide | inhibition, % at 4.4 µM | 370,000 tested, 0.31% active; in the data active = inhibition above about 13%
TDP2 absorb: TDP2 (human) inhibition, absorbance primary screen; inhibition, % at 12.8 µM; 370,000 tested, 0.34% active; recombinant TDP2, T5PNP hydrolysis, p-nitrophenol absorbance 415 nm;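 active = inhibition above the mean of all tested compounds plus 3 SD, set per campaign, cut at about 25% in these data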;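 note: 0% = DMSO with enzyme and 100% = buffer with substrate but no TDP2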
Target sequence (O95551 whole entry, looked up): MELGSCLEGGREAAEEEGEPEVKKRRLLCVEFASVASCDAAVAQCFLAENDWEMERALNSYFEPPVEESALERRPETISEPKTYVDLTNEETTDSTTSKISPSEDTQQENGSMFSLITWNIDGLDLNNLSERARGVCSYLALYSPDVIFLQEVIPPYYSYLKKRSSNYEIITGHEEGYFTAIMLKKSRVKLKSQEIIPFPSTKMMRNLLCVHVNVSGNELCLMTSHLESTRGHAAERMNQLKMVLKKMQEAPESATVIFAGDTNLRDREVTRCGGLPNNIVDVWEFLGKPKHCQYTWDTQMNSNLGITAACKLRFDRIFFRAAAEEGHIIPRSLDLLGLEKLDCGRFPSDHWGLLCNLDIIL
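Evaluation: % inhibition relative to enzyme-containing and enzyme-free wells. Material: recombinant human TDP2. Benchmarks: enzyme-free and DMSO wells. Timing: enzyme reaction with compound for 2 h at 37 °C. Compound dosing: 12.8 µM only. Measured by: p-Nitrophenol epi absorbance. Reagent: T5PNP substrate at 5 mM, a TopII-DNA adduct mimic. Replication: single well per compound.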
PRMT1 inh: blocks human protein arginine methyltransferase 1; Q99873; recombinant PRMT1, activity-based probe fluorescence polarization; inhibition, % at 2.79 µM; 370,000 tested, 1.3% active;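 active = inhibition above about 21% made by adding two undisclosed values, limit read from the data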
Target sequence (Q99873 whole entry, looked up): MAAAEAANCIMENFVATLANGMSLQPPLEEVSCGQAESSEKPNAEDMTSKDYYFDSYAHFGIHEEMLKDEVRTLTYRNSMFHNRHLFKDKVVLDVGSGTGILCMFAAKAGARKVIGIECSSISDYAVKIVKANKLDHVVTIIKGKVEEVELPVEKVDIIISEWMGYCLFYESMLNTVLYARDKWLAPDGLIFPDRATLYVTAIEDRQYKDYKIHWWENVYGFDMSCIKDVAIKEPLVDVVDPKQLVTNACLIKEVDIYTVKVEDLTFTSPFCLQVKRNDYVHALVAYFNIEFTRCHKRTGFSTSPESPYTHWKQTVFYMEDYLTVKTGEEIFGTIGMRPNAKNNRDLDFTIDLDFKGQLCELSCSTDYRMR
TCR CD3 inh: human TCR-CD3 binding inhibition; TAMRA-labeled TCR probe fluorescence, biochemical; inhibition, % at 9.4 µM; 360,000 tested, 0.37% active; AID 651800; in the data active = inhibition above about 19%;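 note: recombinant mutant TCR 2C K166C tagged with TAMRA read by polarization; 0% = receptor in buffer alone and 100% = receptor with positive control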
UHRF1 MBD2 ctr: blocks human UHRF1 binding to methylated DNA. Q96T88. UHRF1 binding to methylated oligo, TR-FRET. inhibition, % at 4.4 µM. 370,000 tested, 0.75% active. AID 687016; in the data active = inhibition above about 21%;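 note: UHRF1 SRA domain binding a hemimethylated CpG hairpin DNA probe; 0% = median of test compound wells and 100% = reference inhibitor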
SIAE primary: blocks human sialic acid acetylesterase. Q9HAT2. SIAE FP-Rh probe binding, fluorescence polarization. inhibition, % at 9.66 µM. 370,000 tested, 0.69% active;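 active = inhibition above a cutoff: mean of compounds within the control limits plus 3 SD of those, cut at about 17% in these data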;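 note: 0% = plate median of compound wells and 100% = probe without SIAE protein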
An asterisk follows results filed as active; / = no result given; & = joins results of further samples; ! = not active in a repeat. This is a random part of the collection, and some 4.6% of all compounds hit somewhere here.

SMILES | Tn6 DDE FP | LEDGF integ inh | DDE Tn7 FP inh | KLK7 zymogen act | MBD2 DNA inh | TDP2 absorb | PRMT1 inh | TCR CD3 inh | UHRF1 MBD2 ctr | SIAE primary
CN(C)/C(=N\S(=O)(=O)c1ccc(Cl)cc1)c1ccc(F)cc1 | -6 | 0 | 1 | -0.3 | 4 | 1 | 1 | 2 | 0 | -1
COc1cc(C2/C(=C(\O)c3ccc4c(c3)OCCO4)C(=O)C(=O)N2c2nnc(C)s2)cc(OC)c1OC (centres undefined) | -1 | -2 | -1 | 1.4 | -4 | 4 | -1 | 7 | -2 | 6
CCOC(=O)N=S(=O)(Oc1ccc([N+](=O)[O-])cc1)c1ccc(Cl)cc1 (centres undefined) | -10 | -2 | 2 | -0.3 | -6 | 0 | -5 | 6 | 3 | -4
COc1ccc(NC(=O)c2c(Cl)n(C)c3ccccc23)cc1 | -5 | -1 | -4 | -1.2 | -2 | -8 | 2 | -3 | 1 | -1
OCCC1CN(Cc2cc(F)ccc2F)CCN1CCCc1ccccc1 (centres undefined) | 6 | -2 | 4 | -0.5 | -1 | -6 | 2 | -5 | 1 | -3
CC1(c2ccc(Cl)cc2)NC(=O)N(CC(=O)Nc2ccc(N3CCCCC3)cc2)C1=O (centres undefined) | 6 | -2 | -4 | -0.3 | 1 | 9 | 0 | -2 | -2 | 6
O=C(Cc1c(F)cccc1Cl)c1ccc(O)cc1O | 0 | -3 | -3 | -0.2 | -4 | 0 | 3 | -2 | 0 | -2
COc1ccc2c(c1)C(NC(C)=O)C(=O)N2CCc1ccccc1 (centres undefined) | -2 | -1 | 7 | 0.0 | -1 | 5 | -4 | 3 | -1 | -3
O=C(C=Cc1ccccc1)NCCNC(=O)C=Cc1ccccc1 | -4 | -2 | -7 | 0.2 | -2 | -3 | 2 | 7 | -1 | -4
Cc1cccc(NC(=O)c2ccc(CN3CCN(Cc4ccccc4)CC3)cc2)c1 | -4 | 0 | 7 | 0.1 | 1 | 5 | 3 | -5 | 0 | -1
CCOc1ccc(C(C(=O)NC2CCCC2)N(C(=O)CNC(=O)c2ccco2)c2cccnc2)cc1 (centres undefined) | 3 | -1 | 6 | -0.2 | 5 | 11 | 4 | -2 | 3 | 2
Cc1cc(C)n2nc(C(=O)Nc3cc(S(=O)(=O)N4CCCCC4)ccc3C)nc2n1 | -2 | 3 | -8 | 0.4 | -1 | 2 | 0 | 2 | 1 | -4
Cc1ccc2nc(N3CCOCC3)c3nncn3c2c1 | 0 | 3 | 0 | -0.8 | -2 | -3 | -3 | 2 | -1 | 0
CN(CC(=O)Nc1ccc(F)cc1)C(=O)CN1C(=O)NC2(CCCc3ccccc32)C1=O (centres undefined) | 7 | -7 | -4 | -0.3 | 0 | 5 | 5 | -8 | 4 | 5
CCOCCC(=O)Nc1ccc2c(c1)c(=O)n(C)n2Cc1cccc(C(F)(F)F)c1 | 1 | -2 | -3 | 16* | -2 | 1 | -3 | 4 | 1 | 4
Cc1nnc(SCC(=O)N/N=C/c2cc(Cl)c(O)c(Cl)c2)s1 | -4 | 0 | -1 | 0.3 | -3 | 0 | 0 | 2 | -3 | -4
O=C(Nc1ccccc1)OCN1C(=O)c2ccccc2C1=O | -2 | 3 | -4 | 0.3 | 3 | -10 | 1 | 3 | 3 | 3
Cc1ccccc1N(C(=O)Cn1nnc(-c2cccs2)n1)C(C(=O)NCCC(C)C)c1ccco1 (centres undefined) | 4 | 1 | -5 | 0.6 | -1 | 0 | 1 | 6 | -2 | -4
Cc1n[nH]c(C)c1S(=O)(=O)N1CCCC(C(=O)NC2CCCCC2)C1 (centres undefined) | 2 | 1 | 11 | -0.6 | -2 | 3 | -4 | 2 | -2 | 3
CCCCCCCc1c(C#N)c(N)[nH]c(=S)c1C#N | 6 | 2 | 2 | -0.3 | 1 | 12 | 7 | 1 | -1 | 4
CC(C)C1C(=O)N(Cc2cn(CCC3OCCO3)nn2)CCS(=O)(=O)N1Cc1ccc(-c2ccccc2C(F)(F)F)cc1 (centres undefined) | -2 | 2 | -7 | 0.5 | 4 | -8 | -5 | -1 | 0 | -8
CCCCOc1ccc(S(=O)(=O)Nc2cccnc2)cc1 | 6 | -4 | 0 | 0.8 | -1 | 1 | -4 | 1 | 2 | 1
CC1=C(C(=O)Nc2ccccc2C(=O)N2CCN(c3ccccc3)CC2)SCCO1 | -2 | -2 | 1 | 0.1 | 2 | 1 | 6 | -4 | 0 | 4
COc1ccc(C(C(=O)NC2CCCC2)N(C(=O)c2ccoc2C)c2cc(C)cc(C)c2)cc1 (centres undefined) | -4 | 2 | 5 | 0.2 | -4 | 4 | -2 | 4 | -2 | 1
O=C(/C=C/c1c(Cl)nc2ccccn12)N1CCN(c2ccc(F)cc2)CC1 | -2 | 0 | 0 | 0.2 | -4 | 1 | -4 | 0 | -2 | 4
CS(=O)(=O)NNC(=O)c1cc2cc3ccccc3nc2s1 | 10 | 2 | 1 | 0.0 | -2 | -5 | -1 | 14 | -3 | 3
COc1ccc(C(=O)C2CCCN(C(=O)c3cccnc3SC)C2)c(C)c1 (centres undefined) | 1 | 0 | -1 | 0.0 | 2 | 7 | -2 | 0 | 1 | -1
Cc1ccc(C(O)c2ncc(-c3ccc(C(F)(F)F)cc3)[nH]2)cc1F (centres undefined) | 2 | -3 | 3 | -0.9 | 5 | 8 | 1 | 10 | -1 | -5
CCC1(C)Cc2nc3[nH]c(=S)n(-c4ccc(C)cc4)c(=O)c3cc2CO1 (centres undefined) | -4 | -2 | -2 | -1.2 | 6 | 4 | 1 | 0 | 0 | -2
COc1ccccc1NC(=O)Cc1noc(CSc2nnc(C)s2)n1 | -2 | -1 | 2 | -0.4 | 0 | -2 | -2 | 9 | -1 | 1
CCOC1=C2CN(S(=O)(=O)c3ccc(C)cc3)[C@H](c3cccc(Cl)c3)C[C@@H]2N(S(=O)(=O)c2ccccc2[N+](=O)[O-])[C@H](c2ccccc2)C1 | 2 | 3 | 3 | 0.2 | -9 | 4 | 4 | 4 | -3 | -3
CCOC(=O)c1c(NC(=O)C2=C(C)NC(=S)NC2c2ccc(F)cc2)sc(C)c1C (centres undefined) | 3 | 0 | -2 | -37 | -2 | -8 | 2 | 8 | 0 | -18
COc1ccc(CN2CCOC2=O)cc1OC | -1 | -4 | 5 | -0.3 | 3 | 2 | 4 | -1 | -1 | -6
C[c-]1[c-](C)[c-](C)[c-](C)[c-]1C.[Fe].c1cc2nccc(N3CCCC3)[c-]2c1 (centres undefined) | -1&3 | 20*! | -1&3 | 0.5&-0.8 | 5&-4 | 34* | 26* | 49* | 14&6 | 8&4
CC(=O)NC(=S)Nc1ccc(NC(=O)c2cccnc2Cl)cc1 | 9 | 3 | 5 | 0.2 | -2 | -2 | -3 | 7 | -1 | 0
CN(C)C(=O)c1ccc2c(c1[N+](=O)[O-])C(=O)c1ccccc1C2=O | 0 | 3 | -2 | 0.0 | -11 | -6 | 0 | 4 | 0 | 7
CC(C)(C)c1cc(NC(=O)COC(=O)c2ccccc2)n(-c2ccccc2)n1 | 0 | -3 | 4 | 0.1 | 0 | 3 | -5 | 7 | 0 | -6
CCc1c(C(=O)NN2C(=O)C3CCCCC3C2=O)csc1C (centres undefined) | -3 | -1 | 3 | -0.3 | 0 | 12 | 0 | 10 | 0 | 3
Cc1ccc(Cl)cc1NC(=S)N(Cc1ccccc1)Cc1cccnc1 | 0 | -7 | -4 | 0.1 | 9 | -10 | 4 | -5 | 25* | -9
O=C(N/N=C/c1c(Nc2cccc(C(F)(F)F)c2)nc2ccccn2c1=O)c1ccccc1[N+](=O)[O-] | 9 | 1 | 0 | 0.7 | 2 | -1 | 0 | 3 | 1 | 1
COc1ccc(C2=C(c3ccc(OC)c(OC)c3)CN3CCCCC3C2)cc1 (centres undefined) | 8 | -2 | 3 | 0.1 | -4 | -2 | 2 | 11 | 5 | -1
N#Cc1ccccc1CSc1nc2ccsc2c(=O)n1Cc1ccccn1 | 0 | -5 | -5 | 1.6 | 0 | -6 | 2 | -9 | 5 | -3
COC(=O)C[C@@H]1CC[C@@H]2[C@H](COc3ccc(NC(=O)c4cccc(F)c4)cc3C(=O)N2C)O1 | 10 | 8 | 7 | -0.2 | 7 | 6 | -4 | / | 7 | 3
CCN(CC)C(=O)C1CCCN(Cc2ccc(N(C)C)cc2)C1 (centres undefined) | -1 | -1 | -1 | -0.4 | 3 | 3 | 3 | -9 | 1 | 0
O=C(N=c1ccn(-c2nc3ccccc3nc2NS(=O)(=O)c2ccc(Cl)cc2)cc1)c1cccs1 | -7 | 4 | 6 | -0.3 | -2 | -3 | 4 | 2 | 0 | -2
OC(c1ccc(F)cc1)c1nc(-c2cc3ccccc3o2)cs1 (centres undefined) | -1 | -5 | -2 | 0.2 | 2 | 0 | -1 | -1 | -3 | -7
COc1cc(CNc2cccc(F)c2)cc(Br)c1O | -5 | 3 | 1 | -0.3 | 3 | -4 | 0 | 1 | -1 | 12
O=C(NCCCc1ccccc1)OC1CC2CC1[C@H]1CCCCN1[C@H]2Cc1ccccc1 (some centres undefined) | -4 | 2 | 2 | 0.1 | -2 | 2 | -1 | / | 2 | -1
Cc1ccc(C)c(S(=O)(=O)N2CCN(C(=O)CCCc3c[nH]c4ccccc34)CC2)c1 | 2 | 0 | 1 | 0.4 | 0 | 5 | 1 | 5 | 1 | 8
Cc1noc(NC(=O)c2ccccc2C(F)(F)F)c1C#N | -4 | -1 | 1 | 1.0 | 3 | 10 | 0 | 3 | -1 | 0
CCCCCCc1c(O)c2ccccc2[nH]c1=O | 0 | 3 | -4 | 0.7 | -3 | -2 | 3 | 1 | 4 | 0
C=CCNC(=O)c1ccccc1SCc1c(C)noc1C | 7 | 2 | 1 | -1.4 | 2 | 17 | 3 | 4 | 2 | -10
COc1ccc(N(CCC(=O)Nc2ccccc2F)S(=O)(=O)c2ccc(C)cc2C)cc1 | 3 | 0 | 4 | 0.3 | -3 | 3 | 2 | 6 | 2 | 1
O=C(NNC(=O)c1ccncc1)c1ccccc1 | -1 | 1 | -1 | -0.1 | 2 | 15 | 0 | 0 | 0 | 1
